BoNT A protease: inhibitors of Botulinum neurotoxin A light chain protease; multiplex microsphere protease substrate cleavage, flow cytometry; inhibition, % at 10 µM; 360,000 compounds, 0.17% hits; note: plate controls were buffer without enzyme for full effect and enzyme alone for no effect
BioA inh: BioA (M. tuberculosis) enzyme inhibition; purified M. tuberculosis BioA enzyme, plate reader; inhibition, % at 9.99 µM; 360,000 compounds, 0.096% hits; AID 602481; in the data active = inhibition above about 40%; inconclusive = no clear call, values can overlap the other calls
BoNT F protease: blocks Botulinum neurotoxin F light chain protease | Multiplex microsphere protease cleavage assay, flow cytometry | inhibition, % at 10 µM | 360,000 compounds, 0.22% hits; in the data active = inhibition above about 35%, passing the limit was not always enough; inconclusive = no clear call, values can overlap the other calls; note: plate controls were buffer without enzyme for full effect and enzyme alone for no effect
GDH-TPI inh: counter-screen for M. tuberculosis FBA inhibitors: GDH-TPI coupled enzymes; GDH-TPI coupled enzyme counterscreen, NADH absorbance; inhibition, % at 4.8 µM; 360,000 compounds, 1.2% hits; in the data active = inhibition above about 30%;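 note: 0% = DMSO wells and 100% = wells lacking the enzyme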
FadD28 FP inh: M. tuberculosis FadD28 bisubstrate binding inhibition; FadD28 bisubstrate probe binding, fluorescence polarization; inhibition, % at 12.5 µM; 360,000 compounds, 0.22% hits; AID 588549; in the data active = inhibition above about 8.5%, passing the limit was not always enough; inconclusive = no clear call, values can overlap the other calls
Mtb UGM inh: Mtb UDP-galactopyranose mutase inhibition; P9WIQ1; purified UGM, fluorescence polarization probe displacement; inhibition, % at 10 µM; 320,000 compounds, 0.06% hits; AID 504406; in the data active = inhibition above about 10%, passing the limit was not always enough; inconclusive = no clear call, values can overlap the other calls
Target sequence (P9WIQ1 whole entry, looked up): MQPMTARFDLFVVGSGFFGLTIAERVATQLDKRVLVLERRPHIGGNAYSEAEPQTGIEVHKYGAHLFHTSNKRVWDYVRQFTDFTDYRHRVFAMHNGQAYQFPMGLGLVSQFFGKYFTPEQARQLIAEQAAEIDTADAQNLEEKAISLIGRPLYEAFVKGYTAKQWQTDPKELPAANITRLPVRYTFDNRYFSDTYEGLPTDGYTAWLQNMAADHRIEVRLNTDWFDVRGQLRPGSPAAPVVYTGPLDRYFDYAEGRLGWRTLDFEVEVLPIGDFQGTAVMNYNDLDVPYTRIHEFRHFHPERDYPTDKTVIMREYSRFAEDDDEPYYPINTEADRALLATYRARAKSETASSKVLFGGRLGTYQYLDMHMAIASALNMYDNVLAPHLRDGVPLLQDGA
Anthrax LF inh2: inhibitors of Bacillus anthracis lethal factor protease; inhibition, % at 10 µM; P15917; 360,000 compounds, 0.12% hits; AID 588501; multiplex microsphere protease cleavage assay, LF; note: plate controls were buffer without enzyme for full effect and enzyme alone for no effect
PfHsp40 rescue: compounds rescuing yeast from Plasmodium falciparum HSP40 toxicity. 340,000 compounds, 0.68% hits. S. cerevisiae expressing PfHsp40, growth rescue, ATP luminescence. growth rescue, % at 12.5 µM; in the data active = growth rescue above about 28%, passing the limit was not always enough; inconclusive = no clear call, values can overlap the other calls;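 note: yeast W303a lacking pdr1 and pdr3 grown in galactose medium; growth measured after three days at 30 °C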
Mtb FBA inh: inhibits M. tuberculosis FBA enzyme; P9WQA3; purified M. tuberculosis FBA, fluorescence read-out; inhibition, % at 1 µM; 360,000 compounds, 2.3% hits; in the data active = inhibition above about 27%;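 note: 0% = vehicle and 100% = reference inhibitor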
Target sequence (P9WQA3 whole entry, looked up): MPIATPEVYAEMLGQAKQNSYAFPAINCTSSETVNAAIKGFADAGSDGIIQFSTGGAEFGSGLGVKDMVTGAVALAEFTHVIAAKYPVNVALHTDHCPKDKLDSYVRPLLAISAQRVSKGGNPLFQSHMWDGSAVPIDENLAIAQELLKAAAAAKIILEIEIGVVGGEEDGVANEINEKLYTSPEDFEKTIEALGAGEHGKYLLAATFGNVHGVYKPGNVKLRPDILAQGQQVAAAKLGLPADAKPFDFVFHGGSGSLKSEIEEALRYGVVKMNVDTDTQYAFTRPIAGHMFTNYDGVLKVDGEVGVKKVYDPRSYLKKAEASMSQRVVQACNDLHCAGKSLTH
Active calls of the source: *; ? = inconclusive; . = not tested or not shown; & = joins results of further samples. Cut-off read from the data, not from the text of the source, unless noted: active = inhibition above about 30%; inconclusive = no clear call, values can overlap the other calls; inactive = below that.

SMILES | BoNT A protease | BioA inh | BoNT F protease | GDH-TPI inh | FadD28 FP inh | Mtb UGM inh | Anthrax LF inh2 | PfHsp40 rescue | Mtb FBA inh
O=C(O)Cn1c(CC(=O)N2CCCC2)nc2ccccc21 | -0.1 | . | 2 | 6 | 1.0 | -0.8 | 0 | -0.6 | 0
O=c1c(-c2nc3ccccc3s2)cccn1Cc1ccccc1 | ? | -0.8 | 1 | 21 | 1.5 | 1.4 | 6 | -1.0 | 194*
O=C(CCN1CCN(S(=O)(=O)c2ccc(Cl)cc2)CC1)Nc1ccc(F)cc1 | 0.9 | 8.8 | 10 | 8 | -3.3 | 2.4 | -4 | 0.4 | -1
CC(O)[C@H]1CNC(=O)C(=O)N1CC1(c2ccccc2)CC1 (some centres not stated) | 0.4 | 1.1 | -4 | 4 | -0.5 | 0.2 | -12 | -0.4 | 4
CCCn1c(SCC(=O)NC2CCCC2)nc2c1c(=O)n(C)c(=O)n2C | 1.8 | 2.5 | 3 | 1 | -0.6 | 2.2 | -1 | 0.4 | 4
CC1=C(C(=O)N2CCCC(CCC(=O)NCc3ccc(F)c(F)c3)C2)OCCO1 (configuration not stated) | -0.8 | -1.9 | -1 | 13 | -2.4 | 0.7 | 5 | -0.4 | 3
Nc1ccc(S(=O)(=O)c2ccc(Cl)cc2)cc1 | -0.6 | -3.2 | 0 | 7 | -1.4 | -0.4 | -2 | -1.4 | 0
COc1ccc(CNc2ncnc3c2[nH]c2cc(OC)c(OC)cc23)cc1 | 1.5 | -0.7 | ? | -9 | 10* | 0.7 | -22 | -2.5 | 46*
CC(C)(C)c1ccc(OCC(=O)NCC(c2cccs2)N2CCOCC2)cc1 (configuration not stated) | 1.7 | 0.1 | 2 | 4 | -1.0 | -1.5 | -2 | -0.3 | 1
CCOC(=O)N1CCN(C(=O)c2c(N)no[n+]2[O-])CC1 | 0.1 | . | 3 | 6 | -1.1 | 3.1 | -3 | -1.0 | 3
CC(C)c1ccc(-c2nc(N3CCCC3)nc3n[nH]c(N)c23)cc1 | 0.7 | -2.7 | -1 | 10 | -2.4 | -1.6 | 4 | -0.7 | -1
CCOC(=O)COc1ccc2c(c1)C(=O)CC1(CCN(C(C)=O)CC1)O2 | -2.5 | 0.8 | -2 | 12 | 1.7 | 2.3 | -3 | 0.1 | 57*
CC1(C)Cc2c(cnn2-c2cccc(F)c2)C(NC(=O)c2ccc(=O)[nH]n2)C1 (configuration not stated) | 3.7 | 9.0 | 4 | 1 | -0.3 | -3.1 | -1 | 0.6 | -2
COc1cccc(/C=C2/C(=O)NN(c3ccc(Br)cc3)C2=O)c1O | 1.3 | 7.0 | 18 | 8 | 1.3 | 1.4 | 10 | 17 | -1
CCOC(=O)c1nn(-c2ccccc2)c(=O)cc1SC(C)CC (configuration not stated) | -2.1 | 1.1 | -3 | 16 | -0.3 | -3.9 | 0 | 0.7 | 2
CC(=O)c1cc2c(cc1NS(=O)(=O)c1ccc(F)cc1)OCO2 | -2.1 | . | 2 | 7 | 0.9 | -0.5 | 3 | -1.9 | 5
COc1ccc(/C=C/C(=O)Nc2cc(C)on2)cc1 | -0.5 | . | -5 | 14 | 0.9 | -1.5 | -2 | 0.2 | 3
C[C@H](CO)N1C[C@H](C)[C@@H](CN(C)Cc2ccc3c(c2)OCO3)Oc2ccc(NC(=O)Cn3cnnn3)cc2C1=O | -0.8 | 0.9&0.7 | -7 | 6 | -3.6 | -3.5 | 0 | -0.5 | 4
Cc1ccc(CC(=S)N2CCOCC2)cc1 | 0.1 | -1.7 | -1 | -3 | -2.1 | 4.0 | -2 | 1.7 | -1
O=C(OCc1nnc(-c2ccccc2)o1)c1cc(S(=O)(=O)N2CCOCC2)c(Cl)cc1Cl | 0.1 | -0.3 | 1 | 11 | -1.4 | -2.7 | 0 | -0.2 | 2
CCOC(=O)NC1(C(F)(F)F)C(=O)NC(C)=C1C#N (configuration not stated) | -0.3 | -0.3 | 10 | 6 | -4.1 | -0.8 | 3 | -0.2 | 0
COC(=O)N1C(=O)[C@](c2ccccc2)(C2CCCC2)N1C(=O)OC | -0.7 | -1.1 | -5 | -5 | -1.8 | 0.7 | 6 | 0.8 | 1
COc1ccc(CCNC(=O)C(=O)Nc2nccs2)cc1OC | 0.9 | 3.5 | ? | 4 | -4.7 | 0.4 | 0 | -1.1 | 0
CCOP(=O)(Cc1ccc(C(=O)CC)o1)OCC | ? | -1.1 | ? | -2 | -0.7 | -1.7 | -1 | -1.4 | -4
C=C(C)COc1ccc(-c2n[nH]c(C)c2-c2ccc(OC)c(OC)c2)c(O)c1 | -0.4 | -0.6 | -13 | 9 | -7.3 | 0.8 | -3 | -1.6 | 1
Cc1cccc(C(=O)O/N=C(\N)c2ccccn2)c1 | -0.8 | 0.7 | -9 | 2 | -2.4 | 1.3 | -1 | -1.6 | 2
Cc1cc(C)cc(NC(=O)N2CCc3ccccc3C2)c1 | -1.6 | -1.8 | 1 | 2 | -2.5 | -1.1 | -1 | 1.5 | -2
COc1ccc(/C=N/Nc2ccccn2)cc1O | 0.1 | . | -1 | 24 | -1.2 | -2.4 | -5 | -1.3 | -3
CC(C)C(=O)N(Cc1ccccc1)c1ccccn1 | -0.9 | 0.8 | -5 | 7 | -0.3 | 0.9 | -4 | -0.2 | 1
O=C(CSCc1cnn(-c2ccccc2)c1-n1cccc1)NCCN1CCOCC1 | -0.2 | -0.6 | -2 | 8 | -1.4 | 3.0 | -3 | -1.1 | -2
Cn1c(CNC(=O)c2ccccc2F)nnc1SCC(=O)NCc1ccccc1 | -1.6 | . | -11 | -7 | -3.1 | 0.8 | 5 | -3.2 | 1
CSc1ccccc1NC(=O)c1cc(-c2cccnc2)nc2ccc(Br)cc12 | 0.8 | -1.3 | 1 | -8 | -6.0 | 1.1 | -4 | -0.2 | 0
COc1ccccc1-c1nnc(SCC(=O)N2CCCCC2)o1 | 1.3 | 0.7 | -5 | 0 | -19 | 1.4 | -6 | -0.4 | 2
NC(=O)c1cccnc1Nc1ccccc1F | -0.5 | . | -2 | 10 | -1.3 | 2.5 | 0 | -0.1 | -3
OCCN1CCN(CC(O)COc2ccc3ccccc3c2)CC1 (configuration not stated) | -0.4&-0.2 | -0.8&-0.7 | 3&-1 | -2&4 | -4.4&-0.8 | 1.4 | -8&5 | -1.5 | -4&-5
Cc1csc(NC(=O)CSc2nc3ccccc3c3c2CCCC3)n1 | 0.3 | . | 1 | 3 | -1.5 | -1.7 | 0 | 0.1 | -3
Cc1ccc(NC(=O)CN(C)Cc2cccs2)cc1Cl | -2.1 | 1.5 | 2 | -2 | -3.7 | 0.4 | -4 | -0.4 | 2
COc1ccc(-c2cn3ccccc3n2)cc1OC | 5.9 | -1.0 | 9 | 6 | -2.3 | 0.7 | -1 | -0.7 | 159*
O=c1[nH]c(=O)n(C(c2ccccc2)c2ccccc2)cc1Br | -0.1 | . | -1 | -2 | -1.4 | -1.9 | -3 | -1.6 | 1
O=C(NCC1CC1)c1csc(COCCO)n1 | -0.3 | -0.3 | -6 | 8 | -2.2 | . | -1 | . | -2

Profiles as entered above. Order of screens: BoNT A protease, BioA inh, BoNT F protease, GDH-TPI inh, FadD28 FP inh, Mtb UGM inh, Anthrax LF inh2, PfHsp40 rescue, Mtb FBA inh
COc1ccccc1-c1nnc(SCC(=O)N2CCCCC2)o1 is listed with 1.3, 0.7, -5, 0, -19, 1.4, -6, -0.4, 2
Cn1c(CNC(=O)c2ccccc2F)nnc1SCC(=O)NCc1ccccc1 is listed with -1.6, ., -11, -7, -3.1, 0.8, 5, -3.2, 1
OCCN1CCN(CC(O)COc2ccc3ccccc3c2)CC1 (configuration not stated) is listed with -0.4&-0.2, -0.8&-0.7, 3&-1, -2&4, -4.4&-0.8, 1.4, -8&5, -1.5, -4&-5
CSc1ccccc1NC(=O)c1cc(-c2cccnc2)nc2ccc(Br)cc12 is listed with 0.8, -1.3, 1, -8, -6.0, 1.1, -4, -0.2, 0

(cont.)
SMILES | BoNT A protease | BioA inh | BoNT F protease | GDH-TPI inh | FadD28 FP inh | Mtb UGM inh | Anthrax LF inh2 | PfHsp40 rescue | Mtb FBA inh
CC1CCN(CC(=O)NCc2ccccc2)CC1 | -0.2 | 1.8 | -1 | -11 | -0.2 | 0.2 | 0 | 0.5 | 0
Cc1ccc([N+](=O)[O-])cc1S(=O)(=O)N1CCCN(C)CC1 | -4.8 | 1.0 | -41 | 9 | -2.4 | 1.8 | -10 | 1.8 | 2
CC1CCC(C(C)C)C2=C1C(C#N)(C#N)C(C#N)(C#N)C(c1ccccc1)N2 (configuration not stated) | 1.2 | 12 | 11 | 9 | 0.8 | 1.5 | 0 | -0.7 | 8
CC(=O)c1ccc(NC(=O)c2cn(-c3ccccc3)nc2-c2ccncc2)cc1 | 0.0 | 1.1 | -6 | 9 | -1.8 | -2.4 | -6 | 0.3 | -1
CCOc1ccc(S(=O)(=O)N2CCCCC2)c2ccccc12 | -0.1 | 1.0 | -2 | 7 | -1.8 | -0.9 | -2 | 1.7 | -1
C=CCOc1ccc(C2NC(=S)NC3=C2CCc2ccccc23)cc1 (configuration not stated) | . | 0.1 | . | 30 | -2.4 | -1.3 | . | 0.7 | 3
CCn1c(O)c(N=NC2=NC(=O)CS2)c2cc(C)ccc21 | -0.3 | -0.2 | -4 | 10 | -0.3 | -0.8 | 1 | -1.0 | -5
Cc1ccc(C)c(COC(=O)c2cc(S(=O)(=O)N3CCCCC3)ccc2N2CCOCC2)c1 | -5.6 | 0.0 | -10 | 6 | -1.6 | -0.1 | 2 | -0.8 | -2
CCOC(=O)C1CCN(C(=O)N(C)C)CC1 | 0.1 | -5.3 | 1 | 1 | -0.4 | 0.8 | -3 | 0.3 | -1
O=C(CCCl)N1CCCC2(CCCCC2)C1 | 0.0 | -1.0 | -7 | 8 | -1.3 | -1.0 | 0 | -2.0 | 1

Single entries from above.
`O=C(CCCl)N1CCCC2(CCCCC2)C1` | Mtb FBA inh: 1
`CC(=O)c1ccc(NC(=O)c2cn(-c3ccccc3)nc2-c2ccncc2)cc1` | PfHsp40 rescue: 0.3

Additional structures
SMILES | BoNT A protease | BioA inh | BoNT F protease | GDH-TPI inh | FadD28 FP inh | Mtb UGM inh | Anthrax LF inh2 | PfHsp40 rescue | Mtb FBA inh
O=C(N/N=C/c1coc2ccc(Cl)cc2c1=O)c1ccc(O)cc1 | 3.5 | -0.1 | 0 | -2 | -6.4 | 3.0 | 0 | 2.1 | -1
Cc1cc(C(=O)NNC(=O)c2ccccc2O)c(C)o1 | 0.0 | -2.1 | -1 | 10 | -4.0 | 2.5 | -4 | 1.0 | 1
CCCOC1CCCN(C(=O)c2cc(COc3ccc(F)c(F)c3)on2)C1 (configuration not stated) | -0.5 | 1.5 | 0 | 9 | -3.8 | -1.2 | -1 | 0.0 | 3
COC(=O)c1c(C)[nH]c(C(=O)OC(C)C(=O)N(C)C2CCCCC2)c1C (configuration not stated) | 1.8 | 3.4 | 1 | 3 | -0.2 | -1.7 | -1 | 20 | 2
Cc1cc(N2C(=O)C3C4C=CC(C4)C3C2=O)no1 (configuration not stated) | -0.4 | -0.1 | -3 | -14 | -4.4 | -0.6 | -4 | -0.7 | -1
Cn1c(N)c(C(=O)COC(=O)c2cccc(S(=O)(=O)N3CCCCC3)c2)c(=O)n(C)c1=O | -0.4 | . | -8 | 4 | -5.3 | 4.2 | 1 | 0.8 | 1
CN=c1sc(C(=O)Nc2cccc(Cl)c2)cc(=O)n1C | -1.0 | -4.1 | -20 | 1 | 0.8 | -0.1 | -5 | 0.8 | 0
Cc1ccccc1C1=NCC(=O)N(CC(=O)NCc2ccco2)c2sc3c(c21)CCCC3 | 1.8 | 1.6 | 5 | 2 | -3.9 | 0.3 | -3 | 1.9 | 2
COc1ccc(NC(=O)c2c(-c3ccccc3)noc2C)c(OC)c1 | -0.4 | -0.2 | -7 | -7 | -3.9 | 0.1 | 0 | 1.1 | -3
CC1Cc2ccccc2N1S(=O)(=O)c1cccc(C(=O)NCc2ccncc2)c1 (configuration not stated) | -0.1 | 2.6 | -6 | 7 | -1.0 | -0.7 | 2 | 0.0 | 6
